STEP block: STEP phosphatase inhibitors, primary screen, biochemical, fluorescence intensity, uHTS; 0.25% of 360,000 active; Tyrosine-protein phosphatase non-receptor type 5 (Homo sapiens), P54829; inhibition, % at 20 µM; AID 588621, 2011; recombinant STEP, OMFP fluorogenic substrate;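 active = inhibition at 20 µM, scaled per plate between control wells, above about 37%, limit read from the data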;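 also: 0% = DMSO with enzyme and substrate and 100% = substrate only without enzyme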
Target sequence (P54829 whole entry, looked up): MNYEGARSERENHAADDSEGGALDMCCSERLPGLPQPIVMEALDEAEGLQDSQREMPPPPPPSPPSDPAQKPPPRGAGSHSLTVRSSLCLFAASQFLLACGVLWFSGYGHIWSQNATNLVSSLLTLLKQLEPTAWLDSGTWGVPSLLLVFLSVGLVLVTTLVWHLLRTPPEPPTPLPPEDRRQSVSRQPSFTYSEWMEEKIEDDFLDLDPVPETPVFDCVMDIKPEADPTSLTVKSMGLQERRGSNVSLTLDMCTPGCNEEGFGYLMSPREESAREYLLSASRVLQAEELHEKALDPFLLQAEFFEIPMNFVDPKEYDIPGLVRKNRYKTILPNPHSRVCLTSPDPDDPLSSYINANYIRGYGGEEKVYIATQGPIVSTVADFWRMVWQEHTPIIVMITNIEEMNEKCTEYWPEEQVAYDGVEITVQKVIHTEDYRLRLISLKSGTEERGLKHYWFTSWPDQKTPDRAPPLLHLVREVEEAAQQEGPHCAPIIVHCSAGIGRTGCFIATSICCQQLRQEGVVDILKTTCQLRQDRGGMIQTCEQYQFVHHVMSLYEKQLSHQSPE
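Measure: Control-normalized % inhibition with plate pattern correction | Test system: STEP phosphatase, cell-free reaction | Medium: pH 6.0 Bis-Tris with DTT and Tween 20 | Technique: Fluorescence, 480/540 nm | Times: Reaction 20 min, ambient temperature | Doses: Single compound dose of 20 µM, 1% DMSO final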
DNMT1 block: human DNMT1 methyltransferase inhibitors, primary screen, biochemical, molecular beacon, fluorescence, HinP1I cleavage, uHTS; inhibition (reported as % activation of signal), % at 10 µM; 0.83% of 360,000 active; AID 588458, 2011; DNA (cytosine-5)-methyltransferase 1 (Homo sapiens), P26358; in the data active = inhibition above about 50%
Rpn11 block: Rpn11 (PSMD14) deubiquitinase inhibitors, primary screen, biochemical, fluorescence polarization, uHTS; calls only at 20 µM; 0.59% of 360,000 active; human 26S proteasome, Ub4-pepOG fluorescence polarization; 20S core pre-blocked with epoxomicin; 26S proteasome non-ATPase regulatory subunit 14 (Homo sapiens), O00487;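 active = inhibition at 20 µM, scaled to each plate's controls, above about 33%, limit read from the data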
CSN deneddyl inh: inhibitors of CSN-mediated cullin deneddylation, primary screen, biochemical, fluorescence polarization, uHTS. inhibition, % at 12.5 µM. 0.38% of 360,000 active. COP9 signalosome complex subunit 5 (Homo sapiens), Q92905. Purified CSN, SCF-Nedd8-OG deneddylation;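 active = pattern-corrected inhibition above about 35%, with an unprinted fluorescence ratio check between 0.5 and 1.5, limit read from the data, passing the limit was not always enough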;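 also: 0% = enzyme with substrate and 100% = substrate without enzyme; some results filed as inactive read as strong as hits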
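Material: purified human Csn5 enzyme expressed in HEK293T cells / Medium: Tris buffer pH 7.5, NaCl, DTT, Tween-20, trehalose, ovalbumin / Compound dosing: 12.5 µM single point / Schedule: 90 min incubation of compound, enzyme and substrate at room temperature / Signal: fluorescence polarization of the substrate / Control set: no-enzyme wells high, enzyme-with-substrate wells low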
Scp-1 inhibitor: Scp-1 phosphatase inhibitors, primary screen, biochemical, colorimetric, uHTS; Carboxy-terminal domain RNA polymerase II polypeptide A small phosphatase 1 (Homo …; Recombinant Scp1, phosphopeptide, malachite green phosphate absorbance; inhibition, % at 20 µM; 0.88% of 340,000 active; AID 493091, 2011;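 active = inhibition above about 50% at 20 µM, limit read from the data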;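 also: plate controls were DMSO wells with enzyme for no effect and wells lacking enzyme for full effect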
Target sequence (Q9GZU7 76-261 limits assumed): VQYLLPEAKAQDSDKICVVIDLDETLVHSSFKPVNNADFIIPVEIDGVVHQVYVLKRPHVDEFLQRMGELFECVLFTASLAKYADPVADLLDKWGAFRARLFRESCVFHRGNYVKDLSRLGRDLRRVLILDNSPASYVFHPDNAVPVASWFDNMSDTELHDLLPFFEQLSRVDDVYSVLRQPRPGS
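Test system – truncated SCP-1 phosphatase (76-261aa) · Reagent – Phosphorylated 17-residue peptide substrate · Incubation – 45 min room-temperature reaction, 5 min colour, 30 min stabiliser · Detection – colorimetric phosphate reagent with accelerator and stabiliser, absorbance at 630 nm · Measure – % inhibition at 20 µM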
Tb MetRS inh: T. brucei MetRS inhibitors, primary screen, biochemical, luminescence. methionyl-tRNA synthetase (Trypanosoma brucei brucei). purified T. brucei MetRS, ATP depletion, Kinase-Glo luminescence. inhibition, % at 11.9 µM. 0.4% of 360,000 active. AID 624268, 2012;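 active = inhibition above a per-plate cutoff of the control wells' mean inhibition plus 3 SD, cut at about 5.5% in these data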;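 also: 0% = DMSO wells median and 100% = median of wells with control inhibitor compound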
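assay system = parasite MetRS enzyme | timing = 15 min preincubation, 2 h reaction, all 25 °C | evaluation = percent inhibition relative to median high and low control wells | medium = HEPES buffer containing pyrophosphatase, BSA, spermine, DTT | compound = single dose, 11.9 µM final nominal, 0.9% final DMSO | detection = Kinase-Glo luminescence, ATP depletion format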
NadD inh: inhibitors of S. aureus NadD, primary screen, biochemical, colorimetric, uHTS | AID 602399, 2012 | 0.78% of 360,000 active | purified NadD enzyme, colorimetric absorbance read-out | inhibition, % at 20 µM | Nicotinate-nucleotide adenylyltransferase NadD (Staphylococcus aureus N315); in the data active = inhibition above about 26%; also: some compounds past the cut are filed as inactive
SUMO1-SIM PPI: modulators of SUMO1 protein-protein interactions, primary screen, biochemical, uHTS. SUMO1 binding to a labelled peptide, TR-FRET, 1 h. inhibition, % at 20 µM. 0.33% of 360,000 active; in the data active = inhibition above about 37%
Target sequence (P63165 whole entry, looked up): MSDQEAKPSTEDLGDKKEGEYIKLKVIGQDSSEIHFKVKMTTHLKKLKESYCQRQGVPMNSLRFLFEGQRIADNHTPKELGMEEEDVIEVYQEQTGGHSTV
MsrA inh: bovine MsrA enzyme inhibitors, primary screen, biochemical, absorbance, HTS; Methionine sulfoxide reductase A (Bos taurus); purified bovine MsrA, absorbance read-out; inhibition, % at 15.5 µM; 0.75% of 360,000 active; in the data active = inhibition above about 4.5%;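 also: 0% = vehicle wells with enzyme and 100% = reference inhibitor wells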
LMPTP inh: LMPTP phosphatase inhibitors, primary screen, biochemical, fluorescence intensity, uHTS; recombinant LMPTP-A, OMFP fluorogenic substrate; inhibition, % at 20 µM; 0.22% of 360,000 active; AID 651560, 2012;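 active = compounds that cut the enzyme signal by at least half of the control window in the single-dose screen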;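 also: plate controls were DMSO wells with enzyme plus substrate for no effect and substrate without enzyme for full effect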
Target sequence (P24666 whole entry, looked up): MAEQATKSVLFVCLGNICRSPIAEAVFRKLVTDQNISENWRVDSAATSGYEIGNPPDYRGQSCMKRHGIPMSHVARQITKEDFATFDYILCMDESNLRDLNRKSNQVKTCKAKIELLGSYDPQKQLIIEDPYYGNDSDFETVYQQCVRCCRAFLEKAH
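Test system – LMPTP-A phosphatase enzyme · Quantity – 0.625 nM LMPTP-A final · Reagent – OMFP substrate, 400 µM final · Dosing – one test concentration per compound, 20 µM, with 3% DMSO overall · Timing – 50 min enzyme reaction at room temperature, protected from light · Detection – fluorescence intensity · Controls – substrate-only low control, DMSO enzyme-plus-substrate high control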
The depositor's hits bear a star; i = inactive; nt = not tested or not shown.

item	SMILES	STEP block	DNMT1 block	Rpn11 block	CSN deneddyl inh	Scp-1 inhibitor	Tb MetRS inh	NadD inh	SUMO1-SIM PPI	MsrA inh	LMPTP inh
1	CCOC(=O)C1=C(COC(=O)COc2ccc(C(C)=O)cc2)NC(=O)NC1C (centres undefined)	-1	5	i	4	-3	-0.2	1	-2	1.3	-1.2
2	COC(=O)[C@@]12C[C@@H](CC(=O)N3CCCCC3)C(=O)N(Cc3ccco3)C1=CCC(C)(C)C2	nt	nt	nt	0	nt	-0.5	nt	-4	-1.1	-0.7
3	O=C(CN1C(=O)NC2(CCc3ccccc32)C1=O)NCc1ccc(F)cc1 (centres undefined)	0	-1	i	-1	-2	-0.6	-4	0	0.9	0.2
4	O=C1/C(=C\c2ccc(O)cc2)CCC1CNc1ccc(Cl)cc1 (centres undefined)	-4	-13	i	-2	-5	0.1	12	-8	0.2	0.0
5	COc1cc(OC)cc(N(C(=O)CNC(=O)c2cccs2)C(C(=O)NCC2CCCO2)c2ccccc2)c1 (centres undefined)	-1	-2	i	0	-5	-0.2	1	-2	0.5	0.0
6	Cc1ccc(-c2noc(CCCc3ccccc3)n2)cc1	-2	4	i	-2	-3	-2.3	17	0	1.5	1.7
7	Cc1cc(NC(=O)c2ccc(Br)c([N+](=O)[O-])c2)no1	-1	-1	i	-3	-7	0.5	-9	-7	0.8	-0.2
8	COc1ccc(/C(N)=N/OC(=O)c2ccc3c(c2)OCO3)cc1OC	0	-2	i	4	-1	-0.1	-3	6	-0.1	-2.7
9	Cc1ccc(Nc2nnc(SCc3cc(=O)n4ccsc4n3)s2)c(C)c1	2	0	i	0	5	-0.6	7	1	1.0	-0.6
10	COc1ccc(NC(=O)Nc2cccc3c2O[C@H](CN(C)S(=O)(=O)c2c(C)noc2C)[C@@H](C)CN([C@H](C)CO)C3=O)cc1	1	4	i	1	-11	0.8	2	2	0.1	-0.8
11	O=C(COC(=O)c1cc(S(=O)(=O)N2CCOCC2)ccc1F)NCc1ccc2c(c1)OCO2	-2	-3	i	-2	-8	0.3	-2	0	0.9	0.9
12	Cc1ccc(NC(=O)CNC(=O)c2ccco2)cc1Cl	1	-2	i	-3	15	0.3	1	-3	-0.8	-1.1
13	O=C(Nc1ccc(F)c(Cl)c1)c1ccc2sc([C@H]3C[C@H](O)[C@@H](CO)O3)nc2c1	-2	-11	i	4	nt	0.0	-3	4	1.1	-0.6
14	Cc1cc(NS(C)(=O)=O)c(=O)n(Cc2cccc(F)c2)c1	3	-2	i	2	-4	-0.2	-4	1	0.1	-1.4
15	O=C(COc1ccc(S(=O)(=O)N2CCCCC2)cc1Cl)N1CCOCC1	-1	0	i	0	3	-0.9	-3	-4	-1.1	-1.0
16	CCC(C(=O)OCC(=O)N(C)c1c(N)n(Cc2ccccc2)c(=O)[nH]c1=O)c1ccccc1 (centres undefined)	4	0	i	-3	-5	-0.1	-2	1	-0.3	-0.1
17	CN(C)S(=O)(=O)c1cccc(NC(=O)COC(=O)c2cccn2C)c1	-1	18	i	-1	-7	-0.2	-5	-1	1.9	-0.9
18	CNC(=O)/C(=C\c1cccc(Oc2ccccc2)c1)NC(=O)c1ccccc1	-5	7	i	3	1	-0.8	0	-3	0.9	-0.7
19	COc1cccc(-c2cnc(C(O)c3ccccc3)[nH]2)c1 (centres undefined)	4	-1	i	-1	nt	0.1	-3	-1	0.4	-0.9
20	CCCCC(=O)Nc1ccc(NC(=S)NC(=O)CC(C)C)cc1OC	0	0	i	0	-5	-0.6	-3	1	-0.7	-0.9
21	Cc1ccc(N2CC(C(=O)NC3CC3)CC2=O)cc1Cl (centres undefined)	-1	-1	i	-2	2	-0.2	7	0	-0.2	-0.1
22	Brc1ccccc1-c1nnc2sc(-c3ccc4c(c3)OCCO4)nn12	8	-1	i	1	-9	0.1	6	-7	1.0	3.1
23	O=[N+]([O-])c1nn(-c2ccc3c(c2)OCCO3)n(O)c1=NCc1ccc(F)cc1	-1	-1	i	-1	-2	0.3	-2	-30	0.3	-1.2
24	Cc1cccc(N2CCN(C(=O)CN(C)S(=O)(=O)c3ccc4c(c3)CCC(=O)N4)CC2)c1C	5	-3	i	1	-7	-0.3	2	8	-0.5	0.4

Some of the entries so far, as labelled records:
#19 COc1cccc(-c2cnc(C(O)c3ccccc3)[nH]2)c1 (centres undefined)
  STEP block: 4
  DNMT1 block: -1
  Rpn11 block: i
  CSN deneddyl inh: -1
  Scp-1 inhibitor: nt
  Tb MetRS inh: 0.1
  NadD inh: -3
  SUMO1-SIM PPI: -1
  MsrA inh: 0.4
  LMPTP inh: -0.9

#20 CCCCC(=O)Nc1ccc(NC(=S)NC(=O)CC(C)C)cc1OC
  STEP block: 0
  DNMT1 block: 0
  Rpn11 block: i
  CSN deneddyl inh: 0
  Scp-1 inhibitor: -5
  Tb MetRS inh: -0.6
  NadD inh: -3
  SUMO1-SIM PPI: 1
  MsrA inh: -0.7
  LMPTP inh: -0.9

#21 Cc1ccc(N2CC(C(=O)NC3CC3)CC2=O)cc1Cl (centres undefined)
  STEP block: -1
  DNMT1 block: -1
  Rpn11 block: i
  CSN deneddyl inh: -2
  Scp-1 inhibitor: 2
  Tb MetRS inh: -0.2
  NadD inh: 7
  SUMO1-SIM PPI: 0
  MsrA inh: -0.2
  LMPTP inh: -0.1

#22 Brc1ccccc1-c1nnc2sc(-c3ccc4c(c3)OCCO4)nn12
  STEP block: 8
  DNMT1 block: -1
  Rpn11 block: i
  CSN deneddyl inh: 1
  Scp-1 inhibitor: -9
  Tb MetRS inh: 0.1
  NadD inh: 6
  SUMO1-SIM PPI: -7
  MsrA inh: 1.0
  LMPTP inh: 3.1

(cont.)
item	SMILES	STEP block	DNMT1 block	Rpn11 block	CSN deneddyl inh	Scp-1 inhibitor	Tb MetRS inh	NadD inh	SUMO1-SIM PPI	MsrA inh	LMPTP inh
25	CCCN=C1N(C)C[C@@H]2[C@@H]3C(=O)N(C)C(=O)[C@@H]3[C@](CC)(C(=O)OC)N12	1	3	i	3	4	-0.2	3	7	-0.1	-1.4
26	Cc1cc(OCCOCCN(C)C)ccc1Cl	-2	1	i	-2	-4	0.5	1	2	-0.8	0.3
27	CS(=O)(=O)Nc1ccccc1C(=O)NCCSc1ccccc1	-4	-3	i	5	-10	-0.9	-1	3	-1.0	1.0
28	Cc1ccc(-n2c(Cc3noc4ccccc34)n[nH]c2=S)cc1	4	1	i	2	-3	-0.5	-7	-1	-0.1	-2.4
29	FC(F)(F)c1ccc(/C=N/n2c(COc3ccccc3)n[nH]c2=S)cc1	4	1	i	1	7	-0.6	2	5	-0.1	1.4
30	O=C(COC(=O)CCC1CCCC1)Nc1ccccc1Br	4	3	i	5	-4	-0.6	1	5	0.1	2.4
31	CCCn1nc(C(=O)Nc2cccc(S(=O)(=O)N3CCOCC3)c2)c2ccccc2c1=O	2	1	i	-2	nt	0.1	1	-2	-0.9	1.0
32	CCOC(=O)C1CCCN(C(=O)Cn2nc(C)n3c(cc4c(OC)cccc43)c2=O)C1 (centres undefined)	-4	1	i	3	-11	-0.7	-2	-19	-0.1	0.5
33	C[C@H](OC(=O)c1[nH]cnc1C(=O)N1CCN(C(=O)OC(C)(C)C)CC1)c1ccccc1	0	1	i	-4	-6	-0.2	0	6	-0.3	-2.7
34	COc1ccc(-c2[nH]ncc2CN2CCCC2c2nonc2C)c(F)c1 (centres undefined)	-3	1	i	-7	-1	0.3	-7	5	8.4*	-0.1
35	COc1ccc(/C=N\NC(=O)c2ccc([N+](=O)[O-])cc2)cc1COc1c(F)c(F)cc(F)c1F	0	5	i	2	-8	-0.5	11	4	1.1	2.1
36	Cc1noc(C)c1C(=O)NCc1ccccc1Br	0	0	i	-8	0	0.3	-3	2	0.7	-1.1
37	N=c1n(CCN2CCCCC2)c2ccccc2n1CC(O)c1cccc(Br)c1 (centres undefined)	-2	2	i	-1	1	-0.6	1	-11	0.8	5.9
38	COc1ccc(-c2ccc(SCC(=O)c3ccccc3)nn2)cc1OC	6	0	i	-4	0	0.6	-5	8	2.0	0.6
39	O=S(=O)(Nc1ccc2c(c1)OCCO2)c1ccc(F)c(F)c1	-2	0	i	4	-10	-0.4	-7	1	-0.2	-0.2
40	COc1ccc(-c2cc(C(F)(F)F)nc(N3CCN(C)CC3)n2)cc1OC	0	-2	i	-4	-8	-0.4	-10	-1	0.8	0.4
41	CCOC(=O)c1cnc(SCc2cccc(C)c2)nc1N	2	-3	i	7	-4	0.2	2	2	-0.3	0.8
42	CCCCN(CCCC)C(=O)CSc1nnc2n(C)c(=O)c3c4c(sc3n12)CCCC4	0	-1	i	-8	-3	-0.8	13	3	0.2	-0.9
43	O=C1c2ccccc2C(=O)c2c1ccc(C(=O)N1CCCCC1)c2NCCO	5	-4	i	-3	-10	-0.8	6	-39	1.8	6.5
44	Cc1cc(C)cc(OCCNC(=O)C(C)N2C(=O)c3ccccc3C2=O)c1 (centres undefined)	-5	2	i	-6	-1	-0.1	0	0	-0.9	1.0
45	CCN(CC)S(=O)(=O)N1CCC(C(=O)NCc2ccco2)CC1	1	2	i	-4	9	-0.5	-1	0	0.1	-1.1
46	O=C(O)C1CSC(c2ccncc2)N1 (centres undefined)	-3	1	i	1	4	-0.1	1	-4	nt	-3.8
47	COC(=O)C1=C(C)N(CCc2c[nH]c3ccccc23)C(=O)/C1=C\N(C)C	-1	-3	i	0	2	-0.8	3	-4	0.0	0.3

Bioassay records (PubChem)
